High-throughput results as filed in PubChem BioAssay.
SENP8 block-1 = SENP8 (human) protease inhibition. inhibition, % at 20 µM. 0.64% of 360,000 active. recombinant SENP8, Nedd8 substrate fluorescence. Q96LD8. AID 602440; in the data active = inhibition mostly above about 40%, no sharp cut-off; inactive = mostly below about 27%
Target sequence (Q96LD8 whole entry, looked up): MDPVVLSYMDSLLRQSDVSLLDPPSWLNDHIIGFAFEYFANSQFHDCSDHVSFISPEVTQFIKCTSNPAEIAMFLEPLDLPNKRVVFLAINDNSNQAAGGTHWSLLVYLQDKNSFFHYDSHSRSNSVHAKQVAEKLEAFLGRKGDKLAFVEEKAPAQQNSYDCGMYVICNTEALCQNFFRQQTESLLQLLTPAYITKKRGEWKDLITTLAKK
SENP8 block-2 = blocks the human protease SENP8 | Q96LD8 | purified SENP8, Z-RLRGG-aminoluciferin cleavage, luminescence | inhibition, % at 10 µM | 1.2% of 330,000 active | AID 2540; in the data active = inhibition above about 50%
NALP3 yeast inh = blocks the NALP3 inflammasome reconstituted in yeast. Yeast reconstituted NLRP3/ASC/caspase-1, beta-gal luminescence, 24 h. 0.39% of 330,000 active. inhibition, % at 10 µM. AID 2825;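 active = inhibition of 50% or more; inactive = inhibition below 50%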;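 also: plate controls were induced DMSO wells for no effect and uninduced yeast grown without galactose for full effect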
SENP1 FRET inh = SENP1 (human) catalytic domain inhibition | 0.21% of 360,000 active | recombinant SENP1 catalytic domain, CyPet-SUMO1-YPet FRET cleavage | inhibition, % at 10 µM | Q9P0U3;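 active = inhibition at least 30% at 10 µM, raw YFP signal under a set limit, fluorescence ratio 0.5 to 1.5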;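 also: 0% = enzyme with DMSO and 100% = no enzyme wells; some results filed as inactive read as strong as hits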
Target sequence (Q9P0U3 419-644 limits assumed): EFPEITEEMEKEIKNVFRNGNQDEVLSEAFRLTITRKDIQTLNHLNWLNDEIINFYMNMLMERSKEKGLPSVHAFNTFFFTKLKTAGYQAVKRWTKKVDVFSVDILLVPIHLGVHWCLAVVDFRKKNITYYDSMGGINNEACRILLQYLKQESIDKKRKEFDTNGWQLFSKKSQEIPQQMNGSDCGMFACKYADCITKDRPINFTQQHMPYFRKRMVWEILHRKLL
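system = hSENP1 catalytic domain, recombinant | reagent = SFCypet-SUMO1-SFYpet substrate at 25 nM | doses = one dose per compound, 10 µM, 0.5% DMSO | incubation = enzyme reaction for 50 min at room temperature, dark | measured by = FRET, CFP and YFP emission | controls = no-enzyme low, enzyme-DMSO high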
SENP7 block = blocks the human protease SENP7; Q9BQF6; recombinant SENP7, Z-RLRGG-aminoluciferin luminescence, 40 min; inhibition, % at 5 µM; 1.5% of 330,000 active; AID 434973;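 active = inhibition above about 50% at the single test dose, limit read from the data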;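 also: plate controls were DMSO with enzyme for no effect and no enzyme buffer wells for full effect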
Target sequence (Q9BQF6 706-1050 limits assumed): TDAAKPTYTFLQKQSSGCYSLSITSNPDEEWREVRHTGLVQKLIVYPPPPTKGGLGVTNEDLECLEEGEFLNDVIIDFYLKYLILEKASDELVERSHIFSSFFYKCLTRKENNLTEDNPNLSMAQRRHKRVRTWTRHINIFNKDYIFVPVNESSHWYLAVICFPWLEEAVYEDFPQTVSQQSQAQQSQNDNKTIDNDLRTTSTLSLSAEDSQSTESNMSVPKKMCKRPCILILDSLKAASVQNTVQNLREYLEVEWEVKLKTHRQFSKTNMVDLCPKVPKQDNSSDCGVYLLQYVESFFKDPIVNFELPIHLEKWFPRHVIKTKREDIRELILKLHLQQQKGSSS
HKDC1 inhibitor = blocks human hexokinase HKDC1 activity. Q2TB90. recombinant HKDC1, G6PDH/diaphorase resazurin coupled fluorescence. inhibition, % at 20 µM. 0.16% of 340,000 active. AID 493160;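 active = inhibition above about 35% when tested at 20 µM, limit read from the data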;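 also: plate controls were DMSO wells with enzyme for no effect and DMSO wells lacking enzyme for full effect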
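Test system: Recombinant HKDC1 (HK5) hexokinase enzyme, produced in-house | Input: HKDC1 at 5 µg/mL | Buffer or medium: Tris pH 8.0 buffer with MgCl2, Tween-20, BSA, BME | Schedule: 90 min reaction incubation at room temperature, dark | Technique: Resazurin-to-resorufin fluorescence via G6PDH and diaphorase coupling, 525/613 nm | Controls: DMSO wells with and without enzyme mix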
SENP6 block = blocks the human protease SENP6. Q9GZR1. Recombinant SENP6 catalytic domain, aminoluciferin luminescence. inhibition, % at 10 µM. 1.8% of 330,000 active. AID 2599;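 active = inhibition above about 50% at the single tested dose, limit read from the data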;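 also: plate controls were DMSO wells with enzyme for no effect and DMSO wells lacking enzyme for full effect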
Apaf1 inhib = blocks human Apaf-1 apoptosome activity. AID 489030. O14727. 0.71% of 330,000 active. reconstituted apoptosome caspase-3 activity, DEVD-Rh110 fluorescence. inhibition, % at 20 µM; active = inhibition of at least 40% at 20 µM;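 also: plate controls were DMSO wells for no effect and DEVD-CHO caspase inhibitor wells for full effect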
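Medium: Hepes buffer, pH 7.5 / System: biochemical Apaf-1 apoptosome reconstitution / Measured by: Rh110 fluorescence, excitation 480 nm, emission 540 nm / Times: compound with Apaf-1, dATP, procaspase-3 30 min, then 50 min reaction, room temperature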
PfG6PD inh = PfG6PD (Plasmodium falciparum) enzyme inhibition. PfGluPho enzyme, NADPH resazurin-diaphorase fluorescence. 0.78% of 350,000 active. AID 504690. inhibition, % at 20 µM;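 active = inhibition reaching at least a set limit at 20 µM in the primary screen, cut at about 59% in these data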;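 also: 0% = DMSO wells with substrate and 100% = DMSO wells lacking glucose-6-phosphate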
Active calls of the source: *.

Screening NC(=O)c1sc2cc(C(F)(F)F)cnc2c1-c1cccs1 returned SENP8 block-1 -407, SENP8 block-2 -12, NALP3 yeast inh 18, SENP1 FRET inh -70, SENP7 block -13, HKDC1 inhibitor -10, SENP6 block -17, Apaf1 inhib 17 and PfG6PD inh 11.
For C#CCOCCOCCOCCNc1nc(N2CCN(C(=O)C([C@@H](C)O)n3cc([C@@H](N)CCCCN)nn3)CC2)nc(N2CCN(C(=O)[C@H](CCCCN)n3cc([C@@H](N)CC(N)=O)nn3)CC2)n1 (stereo partly drawn) the results were SENP8 block-1 25, SENP8 block-2 11, NALP3 yeast inh 3, SENP1 FRET inh 5, SENP7 block -6, HKDC1 inhibitor -2, SENP6 block 0, Apaf1 inhib 51* and PfG6PD inh -3.
For O=C(O)C1(Nc2ccccc2)CCCC1 the results were SENP8 block-1 17, SENP1 FRET inh 3, HKDC1 inhibitor -7 and PfG6PD inh -9.
Screening CCC[C@@H]1CCCO[C@@](C(=O)NCc2ccccn2)(C(F)(F)F)C1 returned SENP8 block-1 19, SENP8 block-2 -6, NALP3 yeast inh 3, SENP1 FRET inh 3, SENP7 block 11, HKDC1 inhibitor -2, SENP6 block -11, Apaf1 inhib 5 and PfG6PD inh 1.
Screening CCc1cccc2c(C(=O)COC(=O)c3ccccc3)c[nH]c12 returned SENP8 block-1 18, SENP8 block-2 25, NALP3 yeast inh 22, SENP1 FRET inh 2, SENP7 block 53*, HKDC1 inhibitor -7, SENP6 block 60*, Apaf1 inhib 11 and PfG6PD inh 20.
`Cn1nc(C(C)(C)C)cc1C(=O)O` gave SENP8 block-1 16, SENP8 block-2 -10, NALP3 yeast inh 14, SENP1 FRET inh -1, SENP7 block 2, HKDC1 inhibitor -8, SENP6 block 3, Apaf1 inhib 2 and PfG6PD inh -2.
`O=C(NCCCNCc1ccccc1)c1ccc(/C=N/O)nc1` gave SENP8 block-1 20, SENP8 block-2 -8, NALP3 yeast inh 3, SENP1 FRET inh -2, SENP7 block -8, HKDC1 inhibitor -9, SENP6 block -5, Apaf1 inhib 6 and PfG6PD inh -3.
Cc1sc2nc(-c3ccc(Br)cc3)oc(=O)c2c1C was read as SENP8 block-1 -24, SENP8 block-2 -7, NALP3 yeast inh 7, SENP1 FRET inh -24, SENP7 block 35, HKDC1 inhibitor -6, SENP6 block 36, Apaf1 inhib 1 and PfG6PD inh -6.
Screening CCCCCC(=O)NC(=S)Nc1ccc(N2CCOCC2)cc1 returned SENP8 block-1 9, SENP8 block-2 9, NALP3 yeast inh 23, SENP1 FRET inh 1, SENP7 block -6, HKDC1 inhibitor -8, SENP6 block 11, Apaf1 inhib 4 and PfG6PD inh -3.
Screening CN(C)CCn1c2c(c(SCC(=O)NCc3ccccc3)nc1=O)CCCC2 returned SENP8 block-1 13, SENP8 block-2 4, NALP3 yeast inh 15, SENP1 FRET inh -1, SENP7 block 3, HKDC1 inhibitor -6, SENP6 block -16, Apaf1 inhib 3 and PfG6PD inh -2.
Screening O=C(OCC(=O)N(C1CCCCC1)C1CCCCC1)c1ccc(Cl)nc1 returned SENP8 block-1 -1, SENP8 block-2 1, NALP3 yeast inh 6, SENP1 FRET inh -4, SENP7 block 6, HKDC1 inhibitor -4, SENP6 block -15, Apaf1 inhib 12 and PfG6PD inh -2.
CC(=O)N(Cc1ccco1)c1nc(C(=O)Nc2ccc(Cl)cc2)c(C)s1 was read as SENP8 block-1 -4, SENP8 block-2 0, NALP3 yeast inh 3, SENP1 FRET inh -24, SENP7 block -4, HKDC1 inhibitor 0, SENP6 block 7, Apaf1 inhib 7 and PfG6PD inh 41.
Screening O=C(NCc1cccc(Cl)c1)C1CCC(=O)N(CCN2CCOCC2)C1 (stereo not drawn) returned SENP8 block-1 -2, SENP8 block-2 -4, NALP3 yeast inh 10, SENP1 FRET inh 1, SENP7 block -8, HKDC1 inhibitor -5, SENP6 block -14, Apaf1 inhib -18 and PfG6PD inh -1.
For CCn1c2ccccc2c2cc(NC(=O)c3ccc(C)c([N+](=O)[O-])c3)ccc21 the results were SENP8 block-1 33, SENP8 block-2 -3, NALP3 yeast inh 29, SENP1 FRET inh 7, SENP7 block -2, HKDC1 inhibitor 0, SENP6 block 14, Apaf1 inhib -1 and PfG6PD inh 11.
For O=C(Nc1ccccc1C(=O)NC(Cc1ccccc1)C(=O)O)c1ccco1 (stereo not drawn) the results were SENP8 block-1 -2, SENP8 block-2 -2, NALP3 yeast inh 7, SENP1 FRET inh 0, SENP7 block 1, HKDC1 inhibitor -3, SENP6 block 15, Apaf1 inhib 2 and PfG6PD inh 1.
Screening Cc1noc(C)c1CSCC(=O)Nc1cc(S(=O)(=O)N2CCOCC2)ccc1OCC(F)(F)F returned SENP8 block-1 9, SENP8 block-2 16, NALP3 yeast inh 17, SENP1 FRET inh 1, SENP7 block 3, HKDC1 inhibitor 2, SENP6 block -6, Apaf1 inhib 3 and PfG6PD inh 4.
`C=CCC[C@@H](Cc1ccc(F)cc1)C(=O)OC[C@H](C)NC(=O)[C@@H](CC=C)CC(=O)N[C@@H](CO)Cc1ccccc1` gave SENP8 block-1 17, SENP8 block-2 -13, NALP3 yeast inh 8, SENP1 FRET inh 0, SENP7 block 0, HKDC1 inhibitor -6, SENP6 block -22, Apaf1 inhib 24 and PfG6PD inh -25.
O=C(NNc1c2ccccc2nc2ccccc12)C12CC3CC(CC(C3)C1)C2 was read as SENP8 block-1 20, SENP8 block-2 4, NALP3 yeast inh 17, SENP1 FRET inh -3, SENP7 block 7, HKDC1 inhibitor -5, SENP6 block -13, Apaf1 inhib 3 and PfG6PD inh 16.
COc1ccccc1/C=N/N(C(C)=O)c1nc(-c2ccc(F)cc2)cs1 was read as SENP8 block-1 21, SENP8 block-2 3, NALP3 yeast inh -9, SENP1 FRET inh 0, SENP7 block -1, HKDC1 inhibitor -3, SENP6 block 0, Apaf1 inhib 1 and PfG6PD inh -24.
Screening CC(=O)Nc1ccc(S(=O)(=O)Nc2nc(CN3CCOCC3)nc3sc4c(c23)CCCC4)cc1 returned SENP8 block-1 -361, SENP8 block-2 4, NALP3 yeast inh 21, SENP1 FRET inh -4, SENP7 block -2, HKDC1 inhibitor 1, SENP6 block 13, Apaf1 inhib 0 and PfG6PD inh -19.
COc1ccc(CC(=O)N[C@@H]2c3ccccc3CC[C@@H]2OCc2ccccc2)cc1 was read as SENP8 block-1 1, SENP1 FRET inh 2, SENP7 block -7, HKDC1 inhibitor -4, Apaf1 inhib 28 and PfG6PD inh -9.
`COC(=O)C(Cc1ccccc1)NC(=O)c1ccc(NS(=O)(=O)c2ccc3[nH]c(=O)[nH]c3c2)cc1` (stereo not drawn) gave SENP8 block-1 4, SENP8 block-2 -4, NALP3 yeast inh 11, SENP1 FRET inh 0, SENP7 block 1, HKDC1 inhibitor 5, SENP6 block -17, Apaf1 inhib 1 and PfG6PD inh -8.
CCC(C)NCCOc1ccc(C(C)(C)c2ccccc2)cc1 (stereo not drawn) was read as SENP8 block-1 -4, SENP8 block-2 -7, NALP3 yeast inh 20, SENP1 FRET inh 0, SENP7 block -11, HKDC1 inhibitor 4, SENP6 block 8, Apaf1 inhib -7 and PfG6PD inh -9.
Screening Cc1cccc(CCNC(=O)c2cccc(N3CCCC3=O)c2)c1 returned SENP8 block-1 10, SENP8 block-2 -25, NALP3 yeast inh 20, SENP1 FRET inh 2, SENP7 block -4, HKDC1 inhibitor -5, SENP6 block -23, Apaf1 inhib -5 and PfG6PD inh -16.
`COc1ccc(-c2cc(C(=O)N3CCCCC3)no2)cc1OC` gave SENP8 block-1 -8, SENP8 block-2 -10, NALP3 yeast inh 23, SENP1 FRET inh 0, SENP7 block 1, HKDC1 inhibitor -8, SENP6 block 7, Apaf1 inhib -7 and PfG6PD inh -3.
For CCCCN(C(=O)CNC(=O)c1cccs1)C(C(=O)NC1CCCC1)c1ccncc1 (stereo not drawn) the results were SENP8 block-1 4, SENP8 block-2 -1, NALP3 yeast inh 4, SENP1 FRET inh 2, SENP7 block -2, HKDC1 inhibitor -16, SENP6 block 4, Apaf1 inhib 9 and PfG6PD inh 8.
Screening Cc1ccc(Cn2ccc(O)c(Cc3ccccc3)c2=O)cc1 returned SENP8 block-1 0, SENP8 block-2 7, NALP3 yeast inh 6, SENP1 FRET inh -2, SENP7 block 4, HKDC1 inhibitor -9, SENP6 block -2, Apaf1 inhib -10 and PfG6PD inh 22.
O=C(C1=C(O)C(=O)N(Cc2ccco2)C1c1cccc(Cl)c1)c1ccco1 (stereo not drawn) was read as SENP8 block-1 -6, SENP8 block-2 2, NALP3 yeast inh 9, SENP1 FRET inh 0, SENP7 block -1, HKDC1 inhibitor 2, SENP6 block -2, Apaf1 inhib 0 and PfG6PD inh 22.
`COc1ccc(-n2nc(C(=O)NCC(=O)NC3CCCC(C)C3C)c3ccccc3c2=O)c(OC)c1` (stereo not drawn) gave SENP8 block-1 -23, SENP8 block-2 0, NALP3 yeast inh -2, SENP1 FRET inh 0, SENP7 block 7, HKDC1 inhibitor -9, SENP6 block -8, Apaf1 inhib 55* and PfG6PD inh 0.
`CCCc1cc(NCCCn2ccnc2)n2nc(C)c(-c3ccccc3)c2n1` gave SENP8 block-1 -450, SENP8 block-2 -2, NALP3 yeast inh 17, SENP1 FRET inh 1, SENP7 block 1, HKDC1 inhibitor -1, SENP6 block -9, Apaf1 inhib 5 and PfG6PD inh 5.
COc1ccc(OC)c(NC(=O)c2ccno2)c1 was read as SENP8 block-1 3, SENP8 block-2 -13, NALP3 yeast inh 6, SENP1 FRET inh -4, SENP7 block -6, HKDC1 inhibitor -1, SENP6 block -33, Apaf1 inhib -7 and PfG6PD inh 0.
Screening O=C(CCCn1c(=S)[nH]c2ccsc2c1=O)NCCc1ccccc1 returned SENP8 block-1 10, SENP8 block-2 -4, NALP3 yeast inh 22, SENP1 FRET inh -2, SENP7 block 0, HKDC1 inhibitor -6, SENP6 block -6, Apaf1 inhib 3 and PfG6PD inh 4.
For N#C/C(=N/Nc1ccccc1F)C(=N)N1CCOCC1 the results were SENP8 block-1 11, SENP8 block-2 -4, NALP3 yeast inh 1, SENP1 FRET inh 1, SENP7 block -6, HKDC1 inhibitor -9, SENP6 block -11, Apaf1 inhib 0 and PfG6PD inh -3.
For O=C(Nc1ccc(Cl)cc1C(=O)NCc1cccnc1)c1ccco1 the results were SENP8 block-1 -80, SENP8 block-2 -7, NALP3 yeast inh -3, SENP1 FRET inh 2, SENP7 block -4, HKDC1 inhibitor -9, SENP6 block -16, Apaf1 inhib -3 and PfG6PD inh 10.
Screening COC(=O)Cc1c(C)c2ccc(OCC(=O)N3CCCC3)c(C)c2oc1=O returned SENP8 block-1 -495, SENP8 block-2 7, NALP3 yeast inh 21, SENP1 FRET inh 1, SENP7 block -2, HKDC1 inhibitor 1, SENP6 block -14, Apaf1 inhib 2 and PfG6PD inh -9.
